# m-calpain inh: inhibitors of pig calpain II, primary screen, biochemical, fluorogenic peptide substrate, 1536-well | purified calpain II, 30 min | inhibition, % at 16 µM | 220,000 tested, 0.37% active | AID 1236, 2008;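 active means inhibition above about 50%, limit read from the data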
# Runt-CBFb FRET: inhibitors of RUNX1 Runt–CBFb binding, primary screen, biochemical, FRET, Cerulean-Runt, Venus-CBFb, uHTS; Runt-related transcription factor 1 (Homo sapiens) + Core-binding factor subunit beta …; Cerulean-Runt/Venus-CBFb FRET ratio 530/480, 1 h; inhibition, % at 20 µM; 220,000 tested, 0.46% active; AID 1496, 2009;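 active means inhibition over about 50% at 20 µM in the single-dose screen, limit read from the data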;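 further: 0% = DMSO wells and 100% = excess unlabeled CBFb competitor control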
#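 test system = Cerulean-Runt domain fusion protein, energy donor | probe or stimulus = Venus-CBFb binding partner, 100 nM | incubation = two 1 h room-temperature incubations shielded from light | detection = fluorescence energy transfer, 422 nm excitation, 530/480 nm emission | measure = loss of energy transfer signal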
# EBV gp42 inh: Epstein-Barr virus gp42 inhibitors, primary screen, biochemical, uHTS, fluorescence polarization; Glycoprotein 42 (Epstein-Barr virus (strain AG876)), Q1HVG2; Fluorescence polarization binding assay, mP read-out; inhibition, % (tested at 21.74 µM); 220,000 tested, 0.42% active; AID 1085, 2008; in the data active means inhibition above about 50%
# Target sequence (Q1HVG2 whole entry, looked up): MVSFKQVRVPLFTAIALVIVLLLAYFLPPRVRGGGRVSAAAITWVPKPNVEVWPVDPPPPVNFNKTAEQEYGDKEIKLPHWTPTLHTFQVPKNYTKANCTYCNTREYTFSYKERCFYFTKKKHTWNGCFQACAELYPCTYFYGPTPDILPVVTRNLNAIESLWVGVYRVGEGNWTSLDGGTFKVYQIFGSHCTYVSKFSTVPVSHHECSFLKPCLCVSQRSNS
# TbHK1 inh: Trypanosoma brucei hexokinase 1 inhibitors, primary screen, biochemical, G6PDH-coupled NADH absorbance, MLSCN library; hexokinase 1 [Trypanosoma brucei]; 220,000 tested, 0.11% active; inhibition, % at 10 µM; recombinant TbHK1, G6PDH-coupled NADH A340; AID 1430, 2008;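 active means inhibition of 50% or more in the single-dose primary screen; inactive means inhibition below 50%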
# Furin inh: human furin inhibitors, primary screen, biochemical, fluorescence intensity | purified furin, fluorogenic substrate cleavage | AID 463115, 2010 | 220,000 tested, 0.061% active | inhibition, % at 30 µM | P09958; in the data active means inhibition above about 25%; further: inactives centre near -15
# Target sequence (P09958 108-714 limits assumed): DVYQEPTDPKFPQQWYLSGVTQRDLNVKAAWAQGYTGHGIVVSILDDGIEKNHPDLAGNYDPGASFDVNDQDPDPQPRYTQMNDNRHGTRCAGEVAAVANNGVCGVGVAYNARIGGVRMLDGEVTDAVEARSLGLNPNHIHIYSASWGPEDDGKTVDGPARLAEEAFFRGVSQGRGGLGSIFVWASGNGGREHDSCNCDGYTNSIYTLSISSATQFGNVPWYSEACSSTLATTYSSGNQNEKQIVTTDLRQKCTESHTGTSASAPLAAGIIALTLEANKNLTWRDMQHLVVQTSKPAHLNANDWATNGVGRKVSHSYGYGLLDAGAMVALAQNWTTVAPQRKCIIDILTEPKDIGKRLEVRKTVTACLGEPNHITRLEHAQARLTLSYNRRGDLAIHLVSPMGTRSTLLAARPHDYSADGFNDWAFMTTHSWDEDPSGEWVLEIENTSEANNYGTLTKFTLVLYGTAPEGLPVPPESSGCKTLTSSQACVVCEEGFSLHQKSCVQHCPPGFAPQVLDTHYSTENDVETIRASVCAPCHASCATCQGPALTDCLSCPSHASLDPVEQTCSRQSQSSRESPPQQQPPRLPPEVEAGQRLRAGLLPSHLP
# Runt-SMMHC FRET: inhibitors of RUNX1 Runt–CBFb-SMMHC binding, primary screen, biochemical, FRET, Cerulean-Runt, Venus-CBFb-SMMHC, uHTS; Runt-related transcription factor 1 (Homo sapiens) + Core-binding factor subunit beta …; Cerulean-Runt/Venus-CBFb-SMMHC FRET ratio 530/480, 1 h; inhibition, % at 20 µM; 220,000 tested, 0.74% active; AID 1434, 2008;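 active means mean inhibition across duplicate retests at 20 µM reaching about 50%, limit read from the data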;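 further: 0% = DMSO wells and 100% = wells with excess untagged CBFb-SMMHC; inhibitors lower the FRET ratio by blocking Runt binding to CBFb-SMMHC; some results filed as inactive read as strong as hits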
# p97 inhibitor: inhibitors of human p97 ATPase, primary screen, biochemical; 220,000 tested, 0.42% active; Transitional endoplasmic reticulum ATPase (Homo sapiens), P55072; inhibition, % at 8 µM; recombinant p97 ATPase, Kinase-Glo ATP luminescence, 3 h; in the data active means inhibition above about 15%;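 further: 0% = DMSO vehicle and 100% = wells lacking enzyme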
# RBBP9 inh: human RBBP9 inhibitors, primary screen, biochemical, fluorescence polarization, FP-Rh probe, HTS | AID 1515, 2009 | inhibition, % at 7.94 µM | recombinant RBBP9 | 220,000 tested, 0.2% active;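 active means inhibition above the campaign mean of all tested compounds plus 3 SD, cut at about 14% in these data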;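 further: plate controls were DMSO wells with RBBP9 for no effect and wells lacking RBBP9 protein for full effect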
# Target sequence (O75884 whole entry, looked up): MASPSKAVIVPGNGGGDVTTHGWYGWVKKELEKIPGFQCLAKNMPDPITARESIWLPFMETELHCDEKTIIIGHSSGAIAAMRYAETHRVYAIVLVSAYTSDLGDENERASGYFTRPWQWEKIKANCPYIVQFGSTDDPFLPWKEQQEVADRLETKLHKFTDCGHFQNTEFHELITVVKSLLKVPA
#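 Assay system: recombinant human RBBP9; Reagent: Serine-hydrolase probe FP-Rh, 375 nM pre-mixing; Doses: 7.94 µM single dose, 0.794% DMSO; Incubation: 30 min then 45 min, 25 °C; Detection: fluorescence polarization (mP), excitation 525 nm, emission 598 nm; Evaluation: percent inhibition from mP, scaled between DMSO and no-protein wells.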
# p47phox inh: p47phox/p22phox peptide binding inhibitors, primary screen, biochemical, uHTS, NADPH oxidase regulatory subunit | Neutrophil cytosol factor 1 (Homo sapiens), P14598 | fluorescence polarization, 2 h | inhibition, % at 24.7 µM | 220,000 tested, 0.53% active;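 active means inhibition above about 30%, limit read from the data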;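 further: 0% = p47phox with labelled peptide and 100% = labelled peptide alone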
# * hit, by the source's call; nt = not tested or not shown; [ ] = another dose, or the depositor's remark.
# A first look, 6 compounds:
SMILES,m-calpain inh,Runt-CBFb FRET,EBV gp42 inh,TbHK1 inh,Furin inh,Runt-SMMHC FRET,p97 inhibitor,RBBP9 inh,p47phox inh
COC(=O)C1=C(N)Oc2cc(C)n(Cc3ccco3)c(=O)c2C1c1cccc(Cl)c1 (centres undefined),10,4,16,-5,-6,-5,2,1,-6
O=C(Oc1cccc2c(OC(=O)N3CCCC3)cccc12)N1CCCC1,-2,-1,-17,-4,-15[20 µM],4,-7,-5,-21
O=C(COc1ccccc1C(=O)NCC1CCCO1)Nc1ccc(Cl)cc1Cl (centres undefined),9,1,-13,4,-28,0,1,-7,-5
CC(C)(C)Sc1ccc([N+](=O)[O-])cc1C(=O)Nc1ccncc1,6,1,-1,-1,-21,0,-9,-5,-1
O=C(O)c1ccc(N2C(=O)CCCC2=O)cc1,-16,3,-12,-2,2,2,3,-8,-10
CC(=O)Nc1ccc(C(=O)Nc2cccc(-c3cnc4ccccc4n3)c2)cc1,24,-2,-29,-10,-23,5,2,-4,33*

# This part in full (from the top)
SMILES,m-calpain inh,Runt-CBFb FRET,EBV gp42 inh,TbHK1 inh,Furin inh,Runt-SMMHC FRET,p97 inhibitor,RBBP9 inh,p47phox inh
COC(=O)C1=C(N)Oc2cc(C)n(Cc3ccco3)c(=O)c2C1c1cccc(Cl)c1 (centres undefined),10,4,16,-5,-6,-5,2,1,-6
O=C(Oc1cccc2c(OC(=O)N3CCCC3)cccc12)N1CCCC1,-2,-1,-17,-4,-15[20 µM],4,-7,-5,-21
O=C(COc1ccccc1C(=O)NCC1CCCO1)Nc1ccc(Cl)cc1Cl (centres undefined),9,1,-13,4,-28,0,1,-7,-5
CC(C)(C)Sc1ccc([N+](=O)[O-])cc1C(=O)Nc1ccncc1,6,1,-1,-1,-21,0,-9,-5,-1
O=C(O)c1ccc(N2C(=O)CCCC2=O)cc1,-16,3,-12,-2,2,2,3,-8,-10
CC(=O)Nc1ccc(C(=O)Nc2cccc(-c3cnc4ccccc4n3)c2)cc1,24,-2,-29,-10,-23,5,2,-4,33*
COc1ccc(-c2csc(/C(C#N)=C\c3ccc(O)c([N+](=O)[O-])c3)n2)cc1OC,41,-2,13,-2,-1,-19,3,-2,-16
COc1ccc(-n2cc(CN(C)C(C)c3ccncn3)c(-c3cccc(F)c3)n2)cc1 (centres undefined),9,-2,-8,-14,-22,-4,-2,-2,-12
O=C(Cn1ccc2ccccc2c1=O)NCC1COc2ccccc2O1 (centres undefined),-25,2,-25,-6,-1[20 µM],-1,4,5,4
Oc1cccc(/C=N/Nc2cc(N3CCOCC3)nc(N3CCOCC3)n2)c1,-2,1,-15,-41,20,2,2,-5,-21
COc1ccc2[nH]cc(S(=O)(=O)c3ccc(C(C)C)cc3)c(=O)c2c1,-6,1,-5,-7,-14,1,5,-5,-1
Cc1cc(C(=O)CSc2n[nH]c(N)n2)c(C)n1-c1ccc(F)cc1,8,14,-13,-1,-9[20 µM],67,-9,-10,-1
COc1ccc(-c2nnn(CC(=O)N(Cc3ccc(F)cc3)C(C(=O)NC3CCCC3)c3ccc(F)cc3)n2)cc1 (centres undefined),nt,nt,nt,1,-14[20 µM],nt,4,-6,nt
COC(=O)c1c(NC(=O)/C=C/c2ccco2)sc2c1CCC2,-26,-33,-32,-18,-14,-110,0,-4,-11
Cc1ccc2ccccc2c1NC(=O)Cn1nnc(-c2cccnc2)n1,-31,nt,-12,-2,-6,nt,4,-3,18
C/C(=N\NC(=O)c1ccncc1)c1cc2ccccc2o1,14,1,-15,-26,-18,3,4,-1,-2
C/C(CC1CC(C)(C)OC1=O)=N\NC(N)=S (centres undefined),-19,0,-8,-19,-16,-3,2,-3,-3
O=C(Cc1cccs1)Nc1ccc(S(=O)(=O)N2CCCCC2)cc1,-192,0,-3,8,-22[20 µM],-8,-4,-3,-60
O=c1c2ccccc2nc(SCc2nc3ccccc3s2)n1CCCO,-23,-3,-3,-3,-17,-9,0,-7,-15
COC(=O)c1nn(-c2ccccc2)c(Sc2ccccc2)c1/C=N/O,18,-4,0,-2,-13,-2,0,-7,-2
COc1cc(OC)cc(-n2nnnc2SCC(=O)NCc2cccs2)c1,39,6,1,5,-17,0,-7,-5,7
CCn1c(=O)cc(N2CCN(C(=O)c3ccco3)CC2)[nH]c1=O,17,0,-4,-4,-7,3,-4,-7,-34
O=C(NCC(c1cccs1)N1CCOCC1)c1cc2ccccc2o1 (centres undefined),11,2,-8,1,-9,7,1,-3,-10
Cc1cc([N+](=O)[O-])c(N2CCC[C@@H]2C(=O)O)c([N+](=O)[O-])c1,16,2,-9,5,-7[20 µM],4,1,-4,6
Cc1cc(/C([O-])=C(/C(=S)Nc2ccc(F)cc2)[n+]2ccccc2)c(C)n1Cc1ccccc1Cl,-111,12,-14,-8,-27,41,3,-5,-20

# Additional records
SMILES,m-calpain inh,Runt-CBFb FRET,EBV gp42 inh,TbHK1 inh,Furin inh,Runt-SMMHC FRET,p97 inhibitor,RBBP9 inh,p47phox inh
CN(C)S(=O)(=O)c1ccc(C(=O)Nc2cc(S(=O)(=O)Nc3ccccc3Cl)ccc2N2CCCCC2)cc1,-73,-2,-16,1,-27,-7,4,-11,-13
COc1ccc(NC(=O)/C=C/c2cc(Br)ccc2OC)cc1,3,-1,-6,6,-1[20 µM],0,2,-23,-27
CCCCCCc1c(O)nc(SCCN2CCOCC2)[nH]c1=O,22,-1,-8,1,-23,-1,4,9,4
O=C(NCCCN1CCN(c2cccc(Cl)c2)CC1)c1ccc(N2CCCC2=O)cc1,-11,6,-4,4,-14[20 µM],0,0,-7,0
c1nc(Nc2ccc(N3CCOCC3)cc2)c2ccsc2n1,9,3,-15,-17,-15,0,12,5,-5
CCOc1ccc(-n2c(SCc3ccc([N+](=O)[O-])cc3)nnc2-c2ccc(OC)cc2)cc1,-5,-4,-12,5,-22,2,3,0,-5
O=C(Nc1cccc2ccccc12)OCc1cncs1,18,2,6,1,-16,-4,-1,-7,-4
CC(=O)c1ccc(Nc2c3c(c(C#N)c4nc5ccccc5n24)CCC3)cc1,-36,39,-29,-14,-14,68*,5,-2,-4
CC(C)(C)OC(=O)N1CCC(c2c(C(=O)O)cnn2-c2ccc(Cl)cc2)CC1,14,1,2,-4,-17,-2,3,-2,-10
Cc1[nH]nc2c1C(c1ccc(Cl)cc1)C(C#N)=C(N)O2 (centres undefined),19,-2,1,4,-33,-1,2,-11,-7
CC(C)c1cc(C(=O)N2CCCC(CCC(=O)N3CCN(c4ccccn4)CC3)C2)no1 (centres undefined),-12,2,-11,-6,-7,-2,2,6,2
CCCCOCCCNC(=O)N[C@H](C(=O)O)C(C)CC (some centres undefined),15,1,-8,-10,-28,2,12,-3,1
CC(NC(=O)CCc1ccc(S(=O)(=O)NC2CCCCC2)cc1)c1ccccc1 (centres undefined),-19,-3,12,-4,-11[20 µM],2,1,-2,-6
N=C1C(c2ccccc2)=C(O)CN1c1cccc(O)c1,-1,-2,-1,-1,-6,-1,1,-9,2
Cc1c(C(=O)OCC(=O)Nc2c(C)n(C)n(-c3ccccc3)c2=O)oc2ccccc12,20,2,1,14,-11,2,-4,1,-1
CCN(CC)CCCN=Cc1c(O)n(Cc2ccccc2)c(=O)c2ccccc12,-9,7,-23,-14,1[20 µM],13,0,-12,-23
COc1ccc(OC)c(-c2csc(NC(=O)CSc3ccc(Br)cc3)n2)c1,3,2,-14,-10,-16,1,3,-4,-5
CCOC(=O)c1c(N)sc(C(O)(C(F)(F)F)C(F)(F)F)c1-c1ccc(Cl)cc1,49,2,18,7,-14[20 µM],0,1,2,-19
CCOCCCNC(=O)C(C)NS(=O)(=O)c1ccc(C)cc1 (centres undefined),-19,2,-13,3,-32[20 µM],1,2,-4,-15
O=C(NCCO)C(c1ccccc1)c1ccccc1,-9,1,-18,4,-22,-3,2,1,-9
COc1ccccc1N1CCN(C(=O)CCNS(=O)(=O)c2ccc(Br)s2)CC1,2,-4,-18,3,-23,-3,-1,3,-18
CCN1CCN(S(=O)(=O)c2ccc(Oc3ccccc3OC)cc2)CC1,13,0,-11,-4,-21,3,0,-2,-3
C=CCn1c(-c2ccccc2)nc(=S)c2c1CCCC2,10,0,-7,-59,-6,-1,-1,-2,-11
C(=N\N1CCN(c2ccccn2)CC1)/C1=C(N2CCOCC2)C(=C/c2ccccc2)/CC1,11,5,22,-12,-21,-8,3,-3,16
O=[N+]([O-])c1cccc(-c2nnc(SCc3cccnc3)o2)c1,-19,1,-22,-2,-24,-3,4,-1,-1

# Continued.
SMILES,m-calpain inh,Runt-CBFb FRET,EBV gp42 inh,TbHK1 inh,Furin inh,Runt-SMMHC FRET,p97 inhibitor,RBBP9 inh,p47phox inh
CS(=O)(=O)NCCC1=CCCCC1,-8,2,-14,0,-6[20 µM],-3,11,2,-7
Cc1ccccc1NC(=S)/C(=C(\[O-])c1ccc(C)c([N+](=O)[O-])c1)[n+]1ccccc1,-5,2,-16,-22,-14,0,6,-1,-12
Nc1nc(C(=O)N2CCOCC2)nn1S(=O)(=O)c1ccc(Cl)cc1,7,-2,-19,1,-6[20 µM],-1,-1,-4,22
CC(C)C1CC(CCN)(c2ccccc2)CCO1 (centres undefined),-4,0,-3,-7,-10,-3,4,-8,-22
Cn1ccnc1SCC(=O)Nc1ccc(F)c([N+](=O)[O-])c1,-6,-1,-3,0,-19,-2,-1,-2,-1
CC(C)c1ccc(-n2cnn(-c3ncccc3[N+](=O)[O-])c2=O)cc1,-17,-1,0,-1,-22,-3,3,-1,3
CSc1ccccc1NC(=O)CN1CCN(Cc2ccccc2)CC1,34,-1,-7,0,-19,3,-7,-8,-3
CCOc1ccc(C(=O)NCC(=O)OCc2c(F)cccc2Cl)cc1OCC,-7,-2,-10,-11,-13,3,-4,-10,-10
COc1ccc(N2C(=O)CSC2c2cccc(F)c2)c(OC)c1 (centres undefined),-27,-2,-9,4,-17,3,-8,-14,0
CCn1c(SCC(=O)OCc2ccccc2)nnc1-c1ccco1,-14,1,-7,-3,-15,-4,2,-11,-11
CCC(C)NC(=O)CCSc1ccc(C)cc1 (centres undefined),21,-1,-6,0,-3,-1,-8,-7,6
COc1cc(NC(=O)COc2ccc(Br)cc2)ccc1NC(=O)C(C)C,-24,-2,-2,2,-26,-4,1,-2,-1
Cc1ccc(-n2c(C)cc(C(=O)CSc3n[nH]c(N)n3)c2C)cc1,-3,-2,-3,-3,-20[20 µM],-2,4,-10,-14
O=C1CC(Nc2ccc(N3CCOCC3)cc2)C(=O)N1C1CCCCC1 (centres undefined),-19,1,-13,-1,-11[20 µM],0,0,1,-13
O=C(COC(=O)c1cnccn1)Nc1ccc2c(c1)OCO2,-144,0,-18,-1,-17[20 µM],-2,-3,-11,4
COc1ccccc1N1CCN(c2nnc(-c3ccc(F)cc3)c3ccccc23)CC1,30,0,4,-4,-16[20 µM],6,-6,-7,-1
